Bioassay records: PubChem, several laboratories
MKP-1 inh – human dual specificity phosphatase 1 inhibition | recombinant MKP-1, OMFP hydrolysis fluorescence | inhibition, %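 (compounds tested at a single concentration somewhere between 10 and 100 µM)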 | 65,000 compounds, 0.15% hits;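 active = inhibition above about 50%, limit read from the data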;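 also: 0% = DMSO max control wells and 100% = wells with enzyme stopped by NaOH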
ROCK2 inh – blocks human Rho kinase 2 activity. O75116. purified ROCK2, Kinase-Glo ATP depletion luminescence. inhibition, % at 6 µM. 60,000 compounds, 0.35% hits;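 active = inhibition above the screen-wide mean inhibition plus 3 SD, cut at about 18% in these data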;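 also: plate controls were DMSO wells for no effect and Y-27632 control wells after no-enzyme background subtraction for full effect; many of its hits are not listed in these tables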
JNK3 inh – inhibitors of human JNK3 kinase; AID 746; purified JNK3 kinase activity, HTS; inhibition, % at 8 µM; 60,000 compounds, 0.61% hits; P53779; in the data active = inhibition above about 17%;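 also: 0% = DMSO and 100% = reference inhibitor; many of its hits are not listed in these tables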
TNAP act DEA – activates human TNAP at intermediate phosphate acceptor concentration. activation factor at 20 µM. P05186. purified TNAP, CDP-star luminescence, 100 mM DEA, 30 min; active compounds read high; scale: 0 levamisole-inhibited, 1 vehicle-only enzyme. 64,000 tested, under 10 active;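 active = activation factor of at least 2 at 20 µM, relative to controls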
Target sequence (P05186 whole entry, looked up): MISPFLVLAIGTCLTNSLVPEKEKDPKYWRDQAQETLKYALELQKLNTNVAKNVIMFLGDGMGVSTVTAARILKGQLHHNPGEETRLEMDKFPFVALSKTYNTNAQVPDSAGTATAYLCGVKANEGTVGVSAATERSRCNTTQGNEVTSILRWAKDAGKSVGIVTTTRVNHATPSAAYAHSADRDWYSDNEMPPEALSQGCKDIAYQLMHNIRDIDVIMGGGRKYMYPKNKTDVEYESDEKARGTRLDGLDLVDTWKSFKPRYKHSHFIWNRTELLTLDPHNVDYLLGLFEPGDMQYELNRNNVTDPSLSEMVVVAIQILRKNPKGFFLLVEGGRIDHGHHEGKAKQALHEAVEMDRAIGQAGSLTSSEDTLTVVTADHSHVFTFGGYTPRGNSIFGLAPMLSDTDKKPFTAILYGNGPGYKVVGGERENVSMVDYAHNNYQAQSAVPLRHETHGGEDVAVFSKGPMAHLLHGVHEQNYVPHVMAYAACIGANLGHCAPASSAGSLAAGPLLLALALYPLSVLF
MMP13 inh – inhibitors of human MMP13; 65,000 compounds, 0.07% hits; inhibition, % at 4 µM; MMP-13 fTHP FRET cleavage, Mca fluorescence; P45452;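 active = inhibition above the mean of compound-free control plate wells plus 3 SD, cut at about 14% in these data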;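 also: 0% = DMSO wells and 100% = wells with reference MMP-13 inhibitor after basal subtraction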
Jurkat tox 60K – cytotoxicity toward Jurkat cells. Jurkat E6.1 viability, ATP luminescence, 48 h. inhibition, % at 4 µM. 56,000 compounds, 1.2% hits. AID 463;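 active = inhibition above the mean inhibition of all tested compounds plus 3 SD, cut at about 28% in these data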
Cdc25B block – human M-phase inducer phosphatase 2 inhibition. AID 368. recombinant Cdc25B, OMFP fluorescence Ex485/Em525. inhibition, %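 (compounds tested at 10 µM final in the well)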. P30305. 65,000 compounds, 0.1% hits; in the data active = inhibition above about 50%
Target sequence (P30305 whole entry, looked up): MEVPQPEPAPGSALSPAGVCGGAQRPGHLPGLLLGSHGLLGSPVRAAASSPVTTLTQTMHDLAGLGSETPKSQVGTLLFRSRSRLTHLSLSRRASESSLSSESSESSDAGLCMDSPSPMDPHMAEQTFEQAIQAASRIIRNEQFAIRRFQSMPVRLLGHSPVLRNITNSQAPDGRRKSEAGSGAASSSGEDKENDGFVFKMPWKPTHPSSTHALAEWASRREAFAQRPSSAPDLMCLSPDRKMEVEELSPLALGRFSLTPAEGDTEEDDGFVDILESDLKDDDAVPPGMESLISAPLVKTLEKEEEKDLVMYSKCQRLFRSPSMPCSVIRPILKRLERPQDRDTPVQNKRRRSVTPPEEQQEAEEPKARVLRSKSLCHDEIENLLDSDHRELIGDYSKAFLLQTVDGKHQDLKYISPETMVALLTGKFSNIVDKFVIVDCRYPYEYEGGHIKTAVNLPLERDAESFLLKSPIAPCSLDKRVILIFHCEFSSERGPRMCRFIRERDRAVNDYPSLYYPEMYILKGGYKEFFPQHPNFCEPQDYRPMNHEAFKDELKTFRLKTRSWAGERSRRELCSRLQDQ
PKA kinase inh – PKA (human) kinase inhibition | inhibition, % at 6 µM | P17612 | AID 524 | PKA Kemptide phosphorylation, Kinase-Glo ATP luminescence | 65,000 compounds, 0.1% hits;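 active = inhibition above the screen-wide mean inhibition plus 3 SD, cut at about 21% in these data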; also: many of its hits are not listed in these tables
HEK293 NFkB inh – inhibitors of the PMA/ionomycin-induced NF-kB reporter in HEK293 cells. AID 465. HEK-293 NF-kB luciferase reporter, luminescence. 62,000 compounds, 0.21% hits. inhibition, % at 3 µM;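 active = inhibition above the mean of all tested compounds plus 3 SD, cut at about 40% in these data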;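 also: 0% = stimulated DMSO wells and 100% = 10 µM reference inhibitor 5653914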
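System – HEK-293 cells with stable firefly luciferase reporter driven by four HIV NF-kB elements · Doses – one dose, 3 µM · Schedule – 1 h compound pre-incubation, 16 h PMA/ionomycin at 37 °C · Technique – luminescence from luciferase substrate reagent · Measure – percent inhibition normalized per plate to DMSO and reference-inhibitor controls · Replicates – tested once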
An asterisk follows results filed as active; x = not tested or not shown; [ ] = remark or other dose. This is a random part of the collection; 1.9% or so of the library scored in one or more.

No. | Molecule | MKP-1 inh | ROCK2 inh | JNK3 inh | TNAP act DEA | MMP13 inh | Jurkat tox 60K | Cdc25B block | PKA kinase inh | HEK293 NFkB inh
1 | COCCNC(=O)c1snc2ccc(Cl)cc12 | -9 | x | x | 0.8 | -13 | x | 5 | -5 | -14
2 | Cc1cc(Cl)ccc1OCCCC(=O)N1CCN(C(=O)c2ccco2)CC1 | 18 | 4 | -3 | 0.9 | 0 | 3 | -2 | 4 | -2
3 | Cc1ccc(CCNC(=O)C2CCN(S(=O)(=O)N3CCC4(CC3)OCCO4)CC2)cc1 | 1 | 7 | 1 | 1.1 | -5 | -1 | -7 | 6 | 5
4 | COc1ccc(-c2noc(CCC(=O)NCC3CCN(Cc4cccc(C)c4)CC3)n2)cc1 | -10 | x | x | 1 | 0 | x | -33 | 8 | 5
5 | O=C(CCN1C(=O)C2C3C=CC(C3)C2C1=O)NCCN1CCCc2ccccc21 (configuration not stated) | -7 | 3 | -7 | 1 | -16 | 6 | -2 | 3 | 17
6 | Nc1ncnc(Nc2ccccc2C(F)(F)F)n1 | -11 | 8 | -4 | 0.9 | 2 | 1 | -9 | 9 | 16
7 | CC12CC(c3ccccc3O1)C(C(=O)NCc1ccccc1)C(=O)N2 (configuration not stated) | -31 | 9 | 5 | 1 | -4 | 2 | -4 | -3 | -3
8 | Cc1ccc2c(CN3C(=O)NC(C)(c4ccc5c(c4)OCO5)C3=O)cc(=O)oc2c1 (configuration not stated) | 16 | -3 | 3 | 0.9 | 3 | 4 | 3 | -7 | 19
9 | O=C(NCc1ccco1)c1ccc(CS(=O)(=O)Cc2ccc(Cl)cc2)o1 | 8 | 4 | -1 | 0.9 | -12 | 4 | -4 | 4 | 12
10 | CN(C)C(=O)N1CCC(C(=O)NCc2cccs2)CC1 | 9 | 8 | -2 | 0.9 | -2 | -1 | -7 | 9 | 0
11 | CCn1c(SCC(=O)N2CC(=O)Nc3ccccc32)nnc1-c1ccoc1C | -10 | 3 | 6 | 0.9 | 1 | -4 | -12 | 8 | 8
12 | CCOC(=O)C1CCCN(CCC(C)c2ccccc2)C1 (configuration not stated) | -7 | 7 | 6 | 0.8 | 2 | -1 | -13 | 6 | 22
13 | COc1ccc(Br)cc1CNC(=O)CCc1nc(-c2ccc(C)cc2)no1 | -2 | 6 | -3 | 0.9 | -9 | 11 | 0 | 0 | -8
14 | Cc1ccc(-n2c(C)c3c(C)nnc(C)c3c2C)cc1 | -6 | -1 | 2 | 0.9 | 0 | 5 | -3 | -1 | 7
15 | CCCCc1nnc(NC(=O)C2CCCO2)s1 (configuration not stated) | 6 | 7 | 3 | 0.9 | -4 | 1 | -8 | 5 | -11
16 | O=C(c1c(F)cccc1F)N(Cc1ccccn1)C1CCCC1 | -9 | 3 | 5 | 1 | -6 | 3 | -7 | 6 | 5
17 | CCCCCC(=O)Nc1ccc(Cl)cn1 | 2 | 2 | 10 | 0.9 | -1 | -6 | -11 | 2 | 4
18 | CN(C1CCCCC1)S(=O)(=O)c1ccc(NC(=O)CCC(=O)O)cc1 | 10 | 2 | 10 | 0.9 | -1 | -2 | -5 | 4 | 6
19 | CCOC(=O)C1CCCN(C(=O)CN2C(=O)C(CC)Oc3ccc(C)cc32)C1 (configuration not stated) | 13 | 2 | -1 | 1 | -4 | -4 | -7 | 8 | -2
20 | COc1ccc(NS(=O)(=O)c2ccc(NC(=O)C(C)(C(F)(F)F)C(F)(F)F)cc2)nn1 | 3 | 3 | -3 | 0.9 | -10 | -3 | -2 | 8 | 7
21 | CC(=O)OC1COC(n2ccc3ccccc32)C(OC(C)=O)C1OC(C)=O (configuration not stated) | 21 | 12 | 0 | 1 | -1 | 3 | 0 | 5 | 11
22 | CCOC(=O)NC1CCS(=O)(=O)C1 (configuration not stated) | 0 | 4 | -2 | 0.9 | 4 | -7 | -5 | 4 | 9
23 | COc1cc(CN2CCN(C(=O)CC(C)C)CC2)cc(OC)c1OC | 5 | 4 | 2 | 0.9 | 2 | 0 | -24 | 9 | 6
24 | O=C1c2ccccc2-c2ncnc3c(N4CCOCC4)cc(N4CCOCC4)c1c23 | 25 | -3 | -10 | 0.9 | 4 | 6 | -7 | 3 | 6
25 | Cc1nnc(Oc2ccccc2F)c2ccccc12 | 13 | 5 | 5 | 0.9 | 2 | 0 | -8 | 5 | 10
26 | CCn1c(SCC(=O)Nc2cc(C)on2)nc2c(c1=O)SC(C)C2 (configuration not stated) | 2 | 0 | -3 | x | 2 | -2 | -10 | -2 | 22
27 | COc1ccc2c(c1)C(NC(C)=O)C(=O)N2C (configuration not stated) | 12 | 2 | -3 | 0.8 | 2 | -6 | -5 | 8 | 10
28 | CC(C)c1ccc(NC(=O)COC(=O)C2=COCCO2)cc1 | 6 | 0 | -13 | 0.9 | 4 | 6 | -6 | 4 | 13
29 | CCOc1ccc(NC(=O)c2cccc3c2C(=O)N(Cc2cccnc2)C3)cc1 | 8 | 4 | -5 | 0.8 | 4 | 4 | 5 | 7 | -2
30 | C=CCn1c(=N)c(C(=O)OCC)cc2c(=O)n3cc(C)ccc3nc21 | 3 | 6 | 2 | 1 | -140[fluorescence artefact?] | -5 | -7 | 8 | 15
31 | O=C(NCC1CCCO1)NC12CC3CC(CC(C3)C1)C2 (configuration not stated) | -4 | 3 | -6 | 0.9 | -1 | -4 | -1 | 8 | 20
32 | O=C(OCc1cc(Cl)ccc1OC(F)F)c1cc(S(=O)(=O)O)ccc1O | 25 | 6 | 5 | 0.9 | -3 | -7 | -15 | 10 | -2
33 | C=CCN1C(=O)c2ccccc2Sc2ccc(C(=O)N3CCN(C)CC3)cc21 | 42 | 6 | -1 | 1 | 2 | -1 | -8 | 10 | -2
34 | O=C(Nc1ccc(N2CCOCC2)cc1)c1cccc(S(=O)(=O)N2CCCC2)c1 | -8 | -4 | -5 | 0.9 | 5 | 14 | 3 | -8 | 8
35 | CCn1c(SCC(=O)Nc2nccs2)nnc1-c1ccc(S(=O)(=O)N2CCCCC2)cc1 | 29 | 7 | 2 | 0.9 | -6 | 10 | -12 | 11 | 0
36 | CCn1c(C(=O)NCc2ccccn2)cc2sccc21 | -1 | 0 | -10 | 0.9 | 3 | 1 | 4 | 5 | 16
37 | CC(C)(C)c1ccc(-c2noc(CCC(N)=O)n2)cc1 | -13 | 7 | -4 | 0.9 | 3 | -5 | -8 | 10 | 86*
38 | Cc1cc(NC(=O)C2CCCC2)nc2c1c(=O)oc1ccccc12 | 23 | x | x | 0.9 | 1 | x | 6 | 3 | 2
39 | Cc1ccc(S(=O)(=O)N2CCCC2C(=O)Nc2ccc(O)cc2)cc1 (configuration not stated) | 7 | 6 | -4 | 1 | 5 | 0 | -1 | 4 | 10
40 | Cc1csc(NC(=O)C(Cc2ccccc2)n2cccc2)n1 (configuration not stated) | -7 | 1 | -3 | 0.8 | 0 | 1 | -3 | 3 | 4
41 | COc1cccc(C(=O)Nc2cccc(C(=O)N3CCOCC3)c2)c1 | -4 | 0 | 0 | 1 | 4 | 2 | -3 | 4 | 19
42 | Cc1cc(N2CCN(C3CCCC3)CC2)n2nc(C)c(-c3ccccc3)c2n1 | 0 | 4 | 0 | 0.9 | -3 | -5 | 1 | 7 | 8
43 | CCOC(=O)CSc1ccc2nnc(-c3cccnc3)n2n1 | 1 | 0 | -3 | 1 | -11 | 1 | 2 | 1 | 4
44 | c1csc(-c2cnc3n2CCCC3)c1 | 6 | x | x | 1 | -1 | x | -9 | -3 | 11
45 | O=C(O)C1=C(C(=O)Nc2ccc(F)c(Cl)c2)CCCC1 | -2 | 2 | 0 | 0.8 | 3 | 3 | -4 | -3 | 14

4 of the entries above in order of the ROCK2 inh value, ascending.
item	Molecule	ROCK2 inh
18	CN(C1CCCCC1)S(=O)(=O)c1ccc(NC(=O)CCC(=O)O)cc1	2
2	Cc1cc(Cl)ccc1OCCCC(=O)N1CCN(C(=O)c2ccco2)CC1	4
33	C=CCN1C(=O)c2ccccc2Sc2ccc(C(=O)N3CCN(C)CC3)cc21	6
21	CC(=O)OC1COC(n2ccc3ccccc32)C(OC(C)=O)C1OC(C)=O (configuration not stated)	12

Further structures:
No. | Molecule | MKP-1 inh | ROCK2 inh | JNK3 inh | TNAP act DEA | MMP13 inh | Jurkat tox 60K | Cdc25B block | PKA kinase inh | HEK293 NFkB inh
46 | c1ccc2c(c1)nc1n2CCS1 | -16 | -2 | -5 | 0.9 | 3 | -1 | -1 | 0 | 3
47 | Cc1cc(=O)oc2ccc(OC(=O)c3cccc(S(=O)(=O)N4CCOCC4)c3)cc12 | -9 | 5 | -5 | 1 | 4 | -1 | -5 | 7 | 5
48 | O=S(=O)(NC1CCCc2ccccc21)c1cnc[nH]1 (configuration not stated) | -3 | 5 | -3 | 0.9 | 0 | -4 | -15 | 9 | 9
49 | COc1ccc(C2=CC(c3ccc(Cl)cc3)n3cnnc3N2)cc1OC (configuration not stated) | 26 | x | x | 0.9 | -11 | x | -14 | -2 | 11
50 | O=S(=O)(c1ccc2c(c1)OCCO2)N1CCC(n2cnc3cc(F)ccc32)CC1 | 11 | 6 | 25* | 0.9 | -26 | 17 | 16 | 11 | 15
51 | COCCNC(=O)CC(NS(=O)(=O)c1ccc(C)cc1)c1ccco1 (configuration not stated) | -5 | 8 | 0 | 0.9 | -6 | -10 | 1 | 8 | 5
52 | CCC(C)(C)NC(=O)C(c1cccnc1)N(CCOC)C(=O)Cn1nnc2ccccc21 (configuration not stated) | -17 | 1 | 7 | 0.9 | 1 | -3 | 4 | -4 | 5
53 | Cc1ccccc1Cn1cnc2c(nnn2Cc2ccc(F)cc2)c1=O | 7 | 4 | 6 | 1 | 0 | -4 | -16 | 13 | 5
54 | O=S(=O)(NC1CC1)c1ccc(S(=O)(=O)N2CCc3ccccc32)cc1 | -10 | 3 | 5 | 0.9 | 4 | 11 | 7 | 5 | 2
55 | COc1ccc(NC(=O)CN(C)S(=O)(=O)c2ccccc2)cc1OC | -8 | 3 | -10 | 0.9 | 2 | -7 | -1 | -1 | 10
56 | Cc1ccc(OC(=O)CCc2c(C)nc3ncnn3c2C)cc1 | 14 | 2 | -3 | 0.8 | -5 | 4 | -2 | 3 | 18
57 | O=C1CC(NCc2ccc3c(c2)OCO3)C(=O)N1Cc1ccc2c(c1)OCO2 (configuration not stated) | -11 | -6 | -3 | 1 | 3 | x | 23 | 5 | x
58 | CCOc1ccccc1-c1nc(C(N)=O)c2[nH]c(=O)n(-c3ccc(F)cc3)c2n1 | 0 | 0 | 4 | 1 | -9 | -7 | -21 | 3 | 16
59 | Cc1cccn2cc(CNC(=O)c3ccco3)nc12 | 0 | 6 | 5 | 1 | 2 | 3 | 8 | 13 | 4
60 | CCOC(=O)C1=C(C)N(CCO)C(=O)NC1c1ccccc1 (configuration not stated) | -12 | 2 | 3 | 0.9 | 3 | -1 | 5 | 5 | -8
61 | CCOC(=O)Nc1ccc2ncn(C)c(=O)c2c1 | 0 | 6 | 2 | 1 | -1 | -5 | 1 | 9 | 0
62 | C=CCn1c2ccccc2c2nnc(SCc3ccc4nonc4c3)nc21 | 27 | -1 | -1 | 0.9 | 0 | 4 | -5 | -4 | 14
63 | O=C(c1ccc(Cl)cc1)C1CCN(C(=O)N2CCOCC2)CC1 | 3 | -2 | 2 | 0.9 | 2 | -1 | -4 | -4 | 9
64 | C=CCNC(=O)C1CC(=O)N(c2ccc(OCC(=O)Nc3ccc(OC)cc3)cc2)C1 (configuration not stated) | 8 | -2 | 2 | 0.9 | 2 | 4 | -5 | 4 | 16
